TbREL1 primary: TbREL1 inhibition, primary screen; 0.49% of 89,000 active; inhibition, % at 9.66 µM; TbREL1 RNA ligation, FRET fluorescence;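 active means inhibition above the mean inhibition across all screened compounds plus 3 SD, cut at about 11% in these data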;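 further: 0% = plate median of test wells and 100% = NSC42067 control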
Target sequence (P86926 whole entry, looked up): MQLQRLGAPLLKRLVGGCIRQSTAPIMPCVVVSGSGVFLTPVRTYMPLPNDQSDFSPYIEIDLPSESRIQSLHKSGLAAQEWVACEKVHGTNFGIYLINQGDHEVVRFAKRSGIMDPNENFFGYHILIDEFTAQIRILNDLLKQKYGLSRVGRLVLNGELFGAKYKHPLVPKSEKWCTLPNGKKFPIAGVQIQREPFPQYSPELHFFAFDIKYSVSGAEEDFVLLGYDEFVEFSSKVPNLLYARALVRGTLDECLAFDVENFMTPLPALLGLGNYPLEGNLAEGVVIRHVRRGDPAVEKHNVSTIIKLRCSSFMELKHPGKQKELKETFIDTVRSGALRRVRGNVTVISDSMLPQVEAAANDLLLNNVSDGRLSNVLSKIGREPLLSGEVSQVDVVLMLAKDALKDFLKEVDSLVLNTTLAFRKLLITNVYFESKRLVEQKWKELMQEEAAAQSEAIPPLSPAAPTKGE
Starred values were filed as active, the others as inactive. The list is partial; the hit share may differ from the screen's.

SMILES | TbREL1 primary
CN(C)c1cccc(C(=O)OCCCC(=O)c2ccc(F)cc2)c1 | -6
CN1CCN(C2CN(CCc3ccccc3)S(=O)(=O)C2)CC1 (stereo not drawn) | -3
Cc1cccc(NC(=O)COC(=O)CCc2c[nH]c3ccccc23)c1 | -5
CC(C)C(NC(=O)Cc1ccccc1[N+](=O)[O-])C(C)C | 0
Cc1cc(C(=O)NN=C/C=C/c2ccco2)n[nH]1 | 9
COc1ccc(C(C)=O)cc1Cn1c(C)c(C(=O)NCc2ccc(C(F)(F)F)cc2)sc1=O | -2
COc1ccccc1-c1sc2ccccc2c1-c1ccc(OCCN2CCOCC2)cc1 | -1
COc1ccc(S(=O)(=O)N2CCOCC2)cc1NC(=O)C1CCN(S(=O)(=O)c2ccc(Cl)cc2)CC1 | 0
CC(C)C[C@H](NC1(C(=O)NCCc2c[nH]c3ccccc23)CCOCC1)C(=O)NCCCc1ccccc1 | -2
CCOc1ccccc1N1CC(C(=O)NCCOc2ccccc2OC)CC1=O (stereo not drawn) | -1
CCOc1ccc(NC(=O)NCC2CCN(c3ccc(OC)cc3)C2)cc1 (stereo not drawn) | -5
O=C1CC(=O)Nc2cc(S(=O)(=O)Nc3ccc(F)cc3Cl)ccc2N1 | 3
COC(=O)c1cc(C)sc1NC(=O)CN1CCN(C(=O)C2CCCO2)CC1 (stereo not drawn) | -3
COc1cc(/C=N/NC(=O)c2ccc(O)cc2)ccc1OCC(=O)N1CC(C)OC(C)C1 (stereo not drawn) | -3
CC[C@]12C(=O)N(C)C[C@H]([C@@H]3C(=O)N(C)C(=O)[C@@H]31)N2C(=O)c1ccc(C)cc1 | 8
CCC(C)NC(=O)c1ccc(COc2ccccc2Cl)cc1 (stereo not drawn) | -1
CCC(C)N(C(=O)CSc1nnc(-c2cc(OC)c(OC)c(OC)c2)o1)C(C)CC (stereo not drawn) | -4
O=C(CCC(=O)N(CC(=O)NC1CCCC1)Cc1ccc2c(c1)OCO2)Nc1nccs1 | -2
COc1ccc(-c2ccc(SCC(=O)N3CCCC3)nn2)cc1OC | 1
COC(=O)c1ccc2c(=O)n(CCN3CCOCC3)c(=S)[nH]c2c1 | 1
CC(C)(C)OC(=O)NCCCCCc1nnc(SCc2ccccc2F)o1 | -5
COc1cc(CNn2cnnc2)ccc1OCC(=O)NC1CCCCC1 | -1
CCCN1Cc2cccc(C(=O)NCCCOC(C)C)c2C1=O | 3
COc1ccc(-c2cc(C(=O)Nc3ccc(O)cc3)c3ccccc3n2)cc1OC | 0
Cc1ccc(N2C(=O)[C@@H]3C(c4ccc(F)cc4)=NO[C@@H]3C2=O)cc1 | 2
O=C(Nc1ccc(F)cc1)Nc1nnc([C@@H]2C[C@H](O)[C@@H](CO)O2)s1 | 3
Cc1ccc(Cn2c(C)c(C(=O)NCc3cccc(C(F)(F)F)c3)sc2=O)cc1 | -2
CCN(CC)C(=O)C1=C(C)N(Cc2ccccc2)C(=O)C(CC(=O)NCCCN(C)C)C1 (stereo not drawn) | 3
C#CCNC(=O)C[C@H]1C[C@@]2(C(=O)OCC)CCCC3=C2N(CCC3)C1=O | 5
CC(NCc1ccco1)C(=O)N1CCN(c2cccc(C(F)(F)F)c2)CC1 (stereo not drawn) | -3
Cc1ccc(C2C=C(c3ccc4c(c3)OCO4)Nc3ncnn32)cc1 (stereo not drawn) | -1
Cn1nc(C(F)(F)F)c(/C=N/OC(=O)c2ccccc2)c1SCc1ccccc1Cl | 2
COc1cc(Cl)ccc1OCc1cc(C(=O)NC(C)Cc2cccnc2)no1 (stereo not drawn) | -1
COc1ccccc1N1CCN(C(=O)c2cc3ccccc3[nH]2)CC1 | 0
COc1ccc(OC)c(-c2cc(C(=O)Nc3sc4c(c3C#N)CCC(C)C4)c3ccccc3n2)c1 (stereo not drawn) | 1
O=C(COC(=O)COc1ccc(Cl)cc1)Nc1cccnc1Cl | 6
CCS(=O)(=O)N1CCN(C(=O)c2ccc(-c3ccccc3)cc2)CC1 | -2
CCc1ccc(CNCC(=O)N2CCC3(CC2)OCCO3)s1 | -2
CCN(CC)CCCNC(=O)CSc1nc2cccnc2n1C | 0
COc1ccc(CCC(=O)N2CCN(S(=O)(=O)c3ccc(C)cc3)CC2)cc1 | 0
COC(=O)C1=C(C)N(C)C(=O)NC1c1ccc(O)c(Cl)c1 (stereo not drawn) | 0
COc1ccc(S(=O)(=O)NCc2ccc(C(=O)N3CCN(c4ccccn4)CC3)cc2)cc1 | -1
CCCCN1C(=O)C(C(=O)OCc2ccccc2)CC2=C1CCCC2=O (stereo not drawn) | 0
Cc1ccc(CNC(=O)C(=O)NCC2OCCN2S(=O)(=O)c2ccc(C)cc2)cc1 (stereo not drawn) | -1
CC(=O)c1cc(C#N)c(Oc2ccccc2)nc1C | 0
O=C(NNc1ccccc1)NC(Cc1ccccc1)C(=O)O (stereo not drawn) | -1
CCOC(=O)c1c(C#N)c(SCC(=O)Nc2ccc(OC)cc2)nc2c1CN(CC)CC2 | 3
CCOc1cccc(-c2nnc3sc(COc4ccc(OC)cc4)nn23)c1 | 0
COCCNC(=O)CN(CC1CCCO1)C(=O)CCC(=O)Nc1ccccn1 (stereo not drawn) | 0
c1ccc2c(N3CCCCC3)ncnc2c1 | 6
COc1cc(/C=C(/C#N)C(=O)c2c(C)[nH]c3ccccc23)ccc1OCC#N | -2
CCN1CCN(c2cc(C)c3cc(NC(=O)c4cncc(Br)c4)ccc3n2)CC1 | -2
C#CCOCCOCCOCCNc1nc(N2CCN(C(=O)Cn3cc(CCO)nn3)CC2)nc(N2CCN(C(=O)[C@H](CCCCN)n3cc(CCCC)nn3)CC2)n1 | 9
Cc1ccc(S(=O)(=O)NC(=O)Nc2cccc([N+](=O)[O-])c2)cc1 | 1
Cc1nn(C)c(C)c1S(=O)(=O)N1CCC(C(=O)NC2CCCCCC2)CC1 | 2
O=C(/C=C/[C@H]1O[C@@H](n2ccc(=O)[nH]c2=O)[C@H](O)[C@@H]1O)N1CCN(CCc2ccccc2)CC1 | 0
O=C(Nc1ccc2c(c1)Cc1ccccc1-2)c1ccncc1 | 0
C[C@H](NC(=O)[C@@H]1Cc2ccccc2CN1C(=O)OC(C)(C)C)C(=O)NC1CCCC1 | 1
O=C(Oc1ccc(-c2csnn2)cc1)c1cccs1 | -1
O=C1c2ccccc2C(=O)N1CCC#Cc1ccc2cc(CCO)oc(=O)c2c1 | 0

Random excerpt: 6 records from the list, in no set order.
SMILES | TbREL1 primary
CCOC(=O)c1c(C#N)c(SCC(=O)Nc2ccc(OC)cc2)nc2c1CN(CC)CC2 | 3
COc1cc(/C=C(/C#N)C(=O)c2c(C)[nH]c3ccccc23)ccc1OCC#N | -2
COCCNC(=O)CN(CC1CCCO1)C(=O)CCC(=O)Nc1ccccn1 (stereo not drawn) | 0
Cc1ccc(S(=O)(=O)NC(=O)Nc2cccc([N+](=O)[O-])c2)cc1 | 1
C#CCOCCOCCOCCNc1nc(N2CCN(C(=O)Cn3cc(CCO)nn3)CC2)nc(N2CCN(C(=O)[C@H](CCCCN)n3cc(CCCC)nn3)CC2)n1 | 9
CCN1CCN(c2cc(C)c3cc(NC(=O)c4cncc(Br)c4)ccc3n2)CC1 | -2

Continued:
SMILES | TbREL1 primary
O=C1CCCc2ccccc2N1Cc1c(Cl)cccc1Cl | 5
Cc1ccc(NC(=O)COC(=O)CCc2ccccc2)cc1S(=O)(=O)N1CCOCC1 | 0
O=C(Nc1nnc(C2CC2)s1)c1ccncc1 | 3
CCCC1S/C(=N/N=C/c2ccc(OC)cc2)N(Cc2ccc(OC)cc2)C1=O (stereo not drawn) | 6
Cc1cnc(C(=O)OCC(=O)N2CCN(S(=O)(=O)c3ccc(Cl)cc3)CC2)cn1 | 0
Cc1c(Cl)cccc1NC(=S)N1CCN(C(=O)C2CCCO2)CC1 (stereo not drawn) | 7
CCOC(=O)N1CCN(C(=O)c2ccc3[nH]c(C)c(C)c3c2)CC1 | -7
CCC(=O)Nc1ccc(C(=O)CSc2nnc(-c3ccc(O)cc3)n2CC2CCCO2)cc1OC (stereo not drawn) | 5
CCOC(=O)N1CCN(C(=O)C[C@@H]2C[C@@]3(C(=O)OC)CC(C)(C)CC=C3N(Cc3ccc4c(c3)OCO4)C2=O)CC1 | -2
CCOC(=O)C1=C(COc2ccc(C)cc2)NC(=O)NC1c1cc(C)ccc1C (stereo not drawn) | 2
COc1ccc2c(c1)OC[C@H]1[C@H]2N2C(=O)c3ccccc3NC(=O)[C@@]2(C)[C@H]1c1ccccc1 | 0
Cc1ccc(S(=O)(=O)N2CCOCC2)cc1C(=O)Nc1ccncc1 | 1
O=C(C1=C[C@@H](c2ccc(C(F)(F)F)cc2)C[C@@H](OCCCCO)O1)N1CCN(Cc2ccccc2)CC1 | -1
CCN(C(=O)C1CCCN(c2nc(-c3ccc(OC)cc3)no2)C1)c1ccccc1F (stereo not drawn) | 0
O=C(NCc1ccncc1)c1ccc(NS(=O)(=O)c2cccc([N+](=O)[O-])c2)cc1 | -2
COC(=O)c1ccc(C(=O)N2CCCC(CNC(=O)c3ccc(F)cc3)C2)cc1 (stereo not drawn) | 2
CCn1c(SCc2nc3scc(-c4ccccc4)c3c(=O)[nH]2)nnc1-c1cccs1 | 4
CCOC(=O)c1c(C)[nH]c(C(=O)OCC(=O)NC(C)(C)C)c1C | -4
O=c1c2c3c(sc2ncn1/N=C/c1ccc(Br)o1)CCCC3 | 4
O=C1CCCN1CCCNCC(=O)N1c2ccccc2Sc2ccccc21 | 4
COc1ccc(NS(=O)(=O)c2cccs2)c(OC)c1 | -1
COc1ccc(Br)cc1CN(C)C(C)C(=O)Nc1cc([N+](=O)[O-])ccc1OC (stereo not drawn) | 2
Cc1[nH]c2c(Cl)cccc2c(=O)c1CN1CCCC1 | 1
Cc1ccc(-c2csc(-c3cc(C)on3)n2)cc1 | 0
COc1cc(/C=N/NC(=O)c2cccnc2)ccc1OC(=O)c1ccco1 | 0
COc1ccc(CCNC(=O)C2CC3Cn4c(nc5cc6ccccc6cc54)C3N2C)cc1 (stereo not drawn) | -3
O=C(CCc1nc(-c2ccccc2)no1)N1CCCC1 | -1
Cn1c(=O)n(C/C=C/c2ccccc2)c(=O)c2c1nc1n2CCCN1Cc1ccccc1 | -9
CN1C(C(=O)Nc2ccc(F)cc2F)=CC(c2ccco2)=NS1(=O)=O | -1
CCc1ccc(OC(=O)Cc2ccc(OC)c(S(=O)(=O)N3CCOCC3)c2)cc1 | -4
N=c1c(S(=O)(=O)c2ccc(Br)cc2)cc2c(=O)n3ccccc3nc2n1Cc1ccco1 | 3
COc1ccc(C2Oc3ccccc3N2C(C)=O)cc1 (stereo not drawn) | -1
O=C(CNS(=O)(=O)c1ccc2ccccc2c1)Nc1ccc(F)c(F)c1F | 3
COc1ccc(/C=C(\NC(=O)c2ccc([N+](=O)[O-])cc2)C(=O)NCCCn2ccnc2)cc1 | 2
Cc1c(C)c(C)c(S(=O)(=O)NCCc2ccncc2)c(C)c1C | -3
Cc1nn(-c2ccccc2)c2sc(C(=O)NNC(=O)COc3ccccc3)cc12 | 6
CN(C)c1ccc(NC(=S)N(CCc2ccccc2)C2CC(=O)N(c3c(Cl)cccc3Cl)C2=O)cc1 (stereo not drawn) | -1
CCCCCCCCN1C(=O)[C@H](CC(=O)NCC2CCCCC2)C[C@@]2(C(=O)OCC)CCC=C12 | -5
CC(NC(=O)c1ccccc1F)c1nnc(SCC(=O)Nc2nnc(C3CC3)s2)n1C (stereo not drawn) | 0
Cc1ccc(C(C)C)c(OCCN(C)C)c1 | 0
COc1ccc(/C=C/C(=O)C2(O)CCCCC2)cc1OC | 1
O=C(Nc1cccnc1Cl)c1cccc(S(=O)(=O)N2CCOCC2)c1 | 1
CN1CCN(CCCNC(=O)Cn2ncc3c4ccccc4n(C)c3c2=O)CC1 | 5
COC(=O)c1ccccc1S(=O)(=O)N1CCC(C(=O)OCC(=O)NC2CCCCC2C)CC1 (stereo not drawn) | -4
CCN1CCCC1CNC(=O)c1cc2c(=O)n(C)c3ccccc3c2n1C (stereo not drawn) | 3
COc1ccc(C(=O)COC(=O)C(CC(C)C)N2C(=O)c3ccccc3C2=O)cc1 (stereo not drawn) | 4
Cc1ccccc1C1=NC(C(F)(F)F)(C(F)(F)F)c2c(n(-c3ccc(F)cc3)c(=O)[nH]c2=O)N1 | 3
CC(C)NC(=O)N(C)C[C@@H]1Oc2ccc(NC(=O)CCN3CCOCC3)cc2CC(=O)N([C@@H](C)CO)C[C@@H]1C | -2
COc1ccc(C2=[N+](C)CCn3cccc32)c(OC)c1 | -4
Cc1nn2c(NCCCn3ccnc3)cc(C(C)C)nc2c1-c1ccccc1 | -6
CN1CCN(C2=Cc3ccccc3Sc3cc(F)c(Cl)cc32)CC1 | 0
C=CCN(C(=O)[C@@H](C1CC1)[C@@H](O)c1ccc2ccccc2c1)c1ccccc1 | -1
CC(Oc1ccccc1)C(=O)N1CCN(c2ccc(N3CCOCC3)nn2)CC1 (stereo not drawn) | -1
COc1ccc(OC)c(NC(=O)c2nnn(CCc3ccccc3)c2N)c1 | -1
CN(CCN1CCc2ccccc2C1)Cc1nc(-c2ccc3c(c2)OCO3)no1 | -2
CCOc1ncccc1C(=O)OCC(=O)Nc1ncc(C(F)(F)F)cc1Cl | -1
CC(=O)c1c(C)[nH]c(C(=O)Nc2cccc(C(F)(F)F)c2)c1C | 0
COc1ccc(NC(=O)NCCN2C(=O)C3C4C=CC(C4)C3C2=O)cc1 (stereo not drawn) | -1
COc1ccc(SC[C@H](Cc2ccccc2)N2CCN(CCc3ccccc3)CCC2=O)cc1 | -2
COc1ccccc1N1CCN(Cc2ccsc2)CC1 | 1
Nn1c(SCc2ccccc2)nnc1C1CCCCC1 | -2
Cc1ccnc2nc(C(=O)Nc3ccc(N4CCOCC4)cc3)nn12 | -1

Exported tab-delimited: 7 of the compounds above
Molecule	TbREL1 primary
COc1ccc(NC(=O)NCCN2C(=O)C3C4C=CC(C4)C3C2=O)cc1 (stereo not drawn)	-1
CC(=O)c1c(C)[nH]c(C(=O)Nc2cccc(C(F)(F)F)c2)c1C	0
COc1ccc(OC)c(NC(=O)c2nnn(CCc3ccccc3)c2N)c1	-1
CCOc1ncccc1C(=O)OCC(=O)Nc1ncc(C(F)(F)F)cc1Cl	-1
COc1ccc(C(=O)COC(=O)C(CC(C)C)N2C(=O)c3ccccc3C2=O)cc1 (stereo not drawn)	4
CC(Oc1ccccc1)C(=O)N1CCN(c2ccc(N3CCOCC3)nn2)CC1 (stereo not drawn)	-1
COc1ccc(SC[C@H](Cc2ccccc2)N2CCN(CCc3ccccc3)CCC2=O)cc1	-2

Compound activity as filed in PubChem BioAssay.
